Screening results deposited in PubChem by Sanford-Burnham Center for Chemical Genomics.
mIAP inh = mouse IAP inhibition. purified mouse IAP, CDP-Star luminescence, 30 min. inhibition, % at 10 µM. actives 0.2% (n = 330,000). AID 2806;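 active = inhibition of at least 40% at 10 µM in the primary screen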;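 also: plate controls were DMSO with enzyme for no effect and no enzyme wells for full effect; values of inactives mirror those of a sister screen read the other way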
tim10-1 inh = tim10-1 yeast growth inhibition; S. cerevisiae tim10-1 ts strain growth, BacTiter-Glo, 24 h; inhibition, % at 20 µM; actives 2.2% (n = 330,000);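 active = inhibition of at least 40%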;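 also: mutant grown at 25 °C; 0% = DMSO wells with yeast and 100% = wells holding no yeast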
NLRP3 yeast inh = blocks the NALP3 inflammasome reconstituted in yeast. Yeast reconstituted NLRP3/ASC/caspase-1, beta-gal luminescence, 24 h. inhibition, % at 10 µM. actives 0.39% (n = 330,000);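 active = inhibition of 50% or more; inactive = inhibition below 50%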;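 also: plate controls were induced DMSO wells for no effect and uninduced yeast grown without galactose for full effect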
Apaf1 inhib = inhibitors of human Apaf-1 apoptosome | O14727 | reconstituted apoptosome caspase-3 activity, DEVD-Rh110 fluorescence | inhibition, % at 20 µM | actives 0.71% (n = 330,000) | AID 489030; active = inhibition of at least 40% at 20 µM;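 also: plate controls were DMSO wells for no effect and DEVD-CHO caspase inhibitor wells for full effect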
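System: Apoptosome proteins | Medium: Hepes pH 7.5 with detergent and BSA | Also added: Cytochrome c trigger plus (Z-DEVD)2-Rh110 caspase-3 substrate | Incubation: 30 min compound preincubation, 50 min activation, room temperature | Detection: Rhodamine 110 fluorescence at Ex 480/Em 540 nm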
hIAP act = human IAP activation; actives 0.16% (n = 330,000); AID 2524; purified human IAP, CDP-Star luminescence, 30 min; hits give high values; 1 = vehicle-only enzyme, 0 = enzyme-free background; P09923; activation factor at 10 µM;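 active = activation factor of the enzyme at least 2-fold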; also: the source names both 10 and 20 µM as test concentration; values of inactives mirror those of a sister screen read the other way
Target sequence (P09923 whole entry, looked up): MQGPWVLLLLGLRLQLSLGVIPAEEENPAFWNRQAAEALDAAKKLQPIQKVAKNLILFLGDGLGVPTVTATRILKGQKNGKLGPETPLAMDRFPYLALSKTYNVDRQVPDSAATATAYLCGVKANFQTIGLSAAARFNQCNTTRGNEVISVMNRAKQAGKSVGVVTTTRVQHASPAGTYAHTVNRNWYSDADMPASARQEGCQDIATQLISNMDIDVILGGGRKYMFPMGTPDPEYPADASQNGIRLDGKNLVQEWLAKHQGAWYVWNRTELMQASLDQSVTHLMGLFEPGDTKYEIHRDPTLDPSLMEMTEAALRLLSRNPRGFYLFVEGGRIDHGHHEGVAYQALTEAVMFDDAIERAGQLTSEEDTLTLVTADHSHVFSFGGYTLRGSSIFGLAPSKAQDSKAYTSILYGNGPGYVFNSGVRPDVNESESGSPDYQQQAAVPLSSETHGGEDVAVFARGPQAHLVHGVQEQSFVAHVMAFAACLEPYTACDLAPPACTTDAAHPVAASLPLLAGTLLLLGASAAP
ATG4B inh = blocks human ATG4B protease cleavage of LC3 substrate. ATG4B cleavage of LC3-PLA2, NBD-HPC fluorescence, 1 h. inhibition, % at 8.33 µM. actives 0.51% (n = 340,000); in the data active = inhibition above about 40%
Target sequence (Q9Y4P1 whole entry, looked up): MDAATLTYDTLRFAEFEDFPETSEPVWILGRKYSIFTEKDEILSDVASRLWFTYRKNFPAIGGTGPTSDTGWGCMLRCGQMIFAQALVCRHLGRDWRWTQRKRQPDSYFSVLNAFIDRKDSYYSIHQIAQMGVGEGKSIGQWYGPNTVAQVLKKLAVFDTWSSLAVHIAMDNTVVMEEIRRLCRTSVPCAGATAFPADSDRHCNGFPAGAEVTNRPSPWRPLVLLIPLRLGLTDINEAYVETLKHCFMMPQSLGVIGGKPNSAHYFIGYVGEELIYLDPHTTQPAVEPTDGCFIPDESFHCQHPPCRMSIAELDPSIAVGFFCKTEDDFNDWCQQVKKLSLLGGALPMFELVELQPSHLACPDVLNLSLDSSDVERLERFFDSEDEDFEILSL
mIAP activ = increases mouse intestinal alkaline phosphatase activity. muIAP, CDP-Star luminescence, 30 min; hits give high values; 1 = vehicle-only enzyme signal, 0 = enzyme-free wells. actives 0.24% (n = 330,000). activation factor at 10 µM. AID 2805;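 active = activation factor of at least 2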; also: the source names both 10 and 20 µM as test concentration; values of inactives mirror those of a sister screen read the other way
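Assay system: mouse IAP enzyme / Compound: DMSO-dissolved test compounds / Timing: 30 min, room temperature / Measured by: luminescence from enzymatic CDP-Star hydrolysis / Control set: DMSO-only wells, enzyme-free buffer wells as negative control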
hIAP inh = blocks human intestinal alkaline phosphatase | AID 2544 | actives 0.12% (n = 330,000) | purified IAP, CDP-Star luminescence, 30 min | P09923 | inhibition, % at 10 µM;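 active = inhibition reaching a set limit with compound at 10 µM in the primary screen, cut at about 35% in these data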;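 also: plate controls were DMSO wells with enzyme for no effect and no-enzyme buffer wells for full effect; values of inactives mirror those of a sister screen read the other way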
TIM10 inh = TIM10 yeast growth inhibition. S. cerevisiae TIM10 strain growth, BacTiter-Glo luminescence, 24 h. inhibition, % at 10 µM. actives 1.4% (n = 330,000). AID 463195;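 active = inhibition of 40% or more at the single tested concentration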;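 also: wild-type TIM10 isogenic control strain grown at permissive 25 °C; 0% = DMSO yeast wells and 100% = minimal medium wells without yeast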
Numbers without * were called inactive; . = not tested or not shown.

Compound	mIAP inh	tim10-1 inh	NLRP3 yeast inh	Apaf1 inhib	hIAP act	ATG4B inh	mIAP activ	hIAP inh	TIM10 inh
COc1ccccc1N1CCN(C(=O)NCc2cccc(C(F)(F)F)c2)CC1	-8	2	11	11	0.91	44*	1.1	9	-1
COc1cc(/C=N/NC(=S)Nc2cccc(Cl)c2C)ccc1OCC(=O)N1CC(C)OC(C)C1 (centres undefined)	1	11	17	9	1.2	0	0.99	-16	1
CC(/C=C/c1ccccc1)=N\NC(=O)Cn1nc(C)cc1C	-3	-1	13	-2	0.95	-6	1	5	15
COc1ccc(-n2ccnc(SCC(=O)NCc3ccccc3Cl)c2=O)cc1	12	10	11	14	0.79	5	0.88	21	10
COc1cccc(CNC(=O)C2=Cc3cccc(OC)c3OC2)c1	1	-2	13	-10	1.1	-4	0.99	-6	6
Cc1ccc(S(=O)(=O)N(C)C)cc1NC(=O)C1CCN(C(=O)Nc2ccccc2)CC1	-3	-8	2	17	1.1	-2	1	-11	-2
Cc1cc(C)c2cc(C#N)c(NCCOC(=O)c3ccccc3C)nc2c1	-1	14	6	-3	0.91	-21	1	9	-5
C[C@]12c3[nH]c4cc(-c5ccco5)ccc4c3CCN1C(=O)[C@@H](CC(=O)NCCN1CCOCC1)C[C@@H]2C(=O)N1CCCCC1	-18	-5	.	27	.	.	1.1	.	-3
O=C(NCCc1cnc[nH]1)Nc1cccc(C(F)(F)F)c1	-1	2	10	5	1.1	4	1	-11	-9
Cn1c(C2CCCCC2)nc2c1c(=O)[nH]c(=O)n2Cc1ccccc1	2	-6	7	14	1.1	-12	0.98	-5	-4
Cc1cc(C(=O)Nc2c(C)nn(Cc3ccccc3)c2C)on1	17	2	3	4	0.94	-14	0.83	6	-12
Cc1c(Cl)cccc1NC(=S)NCCc1ccccn1	4	24	3	-3	0.89	28	0.96	11	21
CCC1Oc2ccc(C)cc2N(CC(=O)NCC2COc3ccccc3O2)C1=O (centres undefined)	-10	-2	12	17	0.89	-2	1.1	11	-15
CN(CC(=O)Nc1ccc(Cl)c(C(F)(F)F)c1)C(=O)C1CCCO1 (centres undefined)	-12	-9	-1	0	1.2	3	1.1	-18	0
N#C/C(=N\Nc1ccc(S(=O)(=O)N2CCCCC2)cc1)C(N)=S	19	-5	24	-2	0.75	-5	0.81	25	3
COc1c([N+](=O)[O-])c(=O)oc2ccccc12	-5	17	-12	15	1.1	-9	1	-8	-7
C#CCNC(=O)C1=C[C@H](C2CCCCC2)C[C@H](OCc2ccc(CO)cc2)O1	4	16	54*	13	1	-4	0.96	0	13
O=C1CC(c2ccccc2Cl)C2=C(COC2=O)N1 (centres undefined)	0	22	14	22	0.92	-4	1	8	5
CCN(CC)C(=O)COc1coc(CN2CCN(c3cccc(Cl)c3)CC2)cc1=O	-13	-9	12	8	1.1	3	1.1	-11	0
O=C(Nc1ccccc1)C1=C[C@@H](C2CCCCC2)C[C@@H](OCCCCO)O1	-3	15	5	12	1.1	-10	1	-9	11
CCOc1ccc2nc(NCCCNS(=O)(=O)c3ccc(C)cc3)c(C#N)cc2c1	16	32	-10	10	0.89	-15	0.84	11	16
Cc1ccc(Cl)cc1N1CCN(c2cccc[n+]2C)CC1	-2	2	-2	-2	1.1	6	1	-14	-45
COc1cccc(NC(=O)Cn2c(=O)n(C)c(=O)c3sc4c(c32)COC(C)(C)C4)c1	-4	-14	1	-1	1.1	-5	1	-7	-5
Cc1cc(S(=O)(=O)N2CCCC2)ccc1OCC(=O)Nc1ccc(C(N)=O)cc1	-12	20	-1	12	1.1	-4	1.1	-9	4
CC(=O)c1c(C)oc(C)c1CSCc1ccc(C(=O)O)o1	19	10	-2	1	1.3	-8	0.81	-26	13
COc1ccc(S(=O)(=O)Cc2ccc(C(=O)N3CCN(c4ncccn4)CC3)o2)cc1	2	-6	7	-2	0.96	-8	0.98	4	10
CC(=O)Nc1ccc(S(=O)(=O)NCC(=O)OCC(=O)N2CCN(c3ccccc3)CC2)cc1	0	-3	5	-11	0.97	-3	1	3	-7
COc1cccc(CNC(=O)c2cc(S(=O)(=O)N3CCCC3)cn2C)c1	-14	3	-2	14	0.94	-11	1.1	6	7
COc1ccc(S(=O)(=O)N(C)C[C@H]2Oc3ccc(NS(=O)(=O)c4cccs4)cc3CC(=O)N([C@H](C)CO)C[C@H]2C)cc1	5	3	13	15	0.81	-4	0.95	19	4
Nc1ccc(C(=O)OCC(=O)N2CCN(C(=O)c3ccco3)CC2)cc1[N+](=O)[O-]	2	5	2	2	1.1	-12	0.98	-13	2

Among those listed so far, these have a thiophene ring, fused or not:
Compound	mIAP inh	tim10-1 inh	NLRP3 yeast inh	Apaf1 inhib	hIAP act	ATG4B inh	mIAP activ	hIAP inh	TIM10 inh
COc1cccc(NC(=O)Cn2c(=O)n(C)c(=O)c3sc4c(c32)COC(C)(C)C4)c1	-4	-14	1	-1	1.1	-5	1	-7	-5
COc1ccc(S(=O)(=O)N(C)C[C@H]2Oc3ccc(NS(=O)(=O)c4cccs4)cc3CC(=O)N([C@H](C)CO)C[C@H]2C)cc1	5	3	13	15	0.81	-4	0.95	19	4

Continuation.
Compound	mIAP inh	tim10-1 inh	NLRP3 yeast inh	Apaf1 inhib	hIAP act	ATG4B inh	mIAP activ	hIAP inh	TIM10 inh
COC(=O)c1ccc(Oc2nc(NC(C)C)nc(SC)n2)cc1	-8	33	32	8	1	-6	1.1	-2	20
CCOC(=O)CCn1c(=S)n(CCC(=O)OCC)c2ccccc21	-5	8	31	-7	1.1	13	1	-6	-14
Fc1cccc(C2CCCCN2Cc2nc(C3CC3)no2)c1 (centres undefined)	12	8	21	4	1	8	0.88	0	-10
O=C(COC(=O)C1CCN(S(=O)(=O)c2c(Cl)cccc2Cl)CC1)NCc1ccco1	7	-1	19	8	1	4	0.93	-4	-6
COc1cc(OC)nc(NC(=O)C(C)C)n1	-15	7	-6	4	1	1	1.2	-4	5
COc1ccc(/C=C/c2noc(-c3ccccc3O)n2)cc1	0	0	8	14	0.93	33	1	7	-16
CC(C)(C)[C@H]1COC(=O)CC/C=C\C[C@@H](CC(=O)N(CCO)Cc2ccccc2)C(=O)N1	6	-9	10	-7	0.96	9	0.94	4	1
C=CCNCCCCOc1ccc(Br)cc1C	-6	26	16	-2	1	-1	1.1	-2	-7
CNC(=S)NNc1nc(N2CCOCC2)nc(N2CCOCC2)n1	0	12	14	-3	1	1	1	-1	-12
Cc1ncsc1CCOC(=O)c1ccc(N2CCOCC2)c([N+](=O)[O-])c1	13	-8	30	1	0.94	-3	0.87	6	14
Cc1ccc(NC(=O)c2cnn(-c3ccccc3)c2NC(=O)c2ccco2)cc1C	-3	15	12	-5	1.1	2	1	-7	9
O=C(c1cn(-c2ccccc2)nc1-c1ccc(Br)cc1)N1CCOCC1	0	37	12	16	0.97	-4	1	3	50*
O=C(O)C1CC=CCC1C(=O)NCc1ccc(Cl)c(Cl)c1 (centres undefined)	-12	1	0	1	1	-8	1.1	-4	-14
CC(NC(=O)CCc1nnc(Cc2cccc(C(F)(F)F)c2)o1)C1CC1 (centres undefined)	5	14	-3	-10	0.94	-8	0.95	6	-25
CN(C(=O)COC(=O)c1ccc2ccccc2n1)C1CCS(=O)(=O)C1 (centres undefined)	0	20	-7	-4	1	-2	1	-4	1
Cc1no[n+]([O-])c1COc1cccc(/C=N/Nc2nncn2N)c1	-2	14	3	-14	0.86	3	1	14	-16
O=C(N/N=C\c1cccs1)c1sccc1-n1cccc1	8	-23	22	1	0.93	-1	0.92	7	-3
CCC(=O)Nc1ccc(-c2ccc(NC(=O)CC)c(OC)c2)cc1OC	0	10	39	-14	1	9	1	-3	19
O=C(COC(=O)/C=C/c1ccccc1[N+](=O)[O-])NC1CCS(=O)(=O)C1 (centres undefined)	8	11	7	-5	0.99	-14	0.92	1	5
O=C(Nc1ccc(F)cc1)Nc1nnc(-c2ccco2)s1	10	-16	4	4	0.92	-6	0.9	8	-7
O=C(c1ccccn1)N(Cc1ccco1)C1(C(=O)NC2CCCCC2)CCCCC1	9	11	5	5	1.2	-7	0.91	-19	13
CC(C)c1c(C(=O)N/N=C/c2ccccc2C(=O)O)nnn1-c1nonc1N	12	15	-10	-11	0.94	2	0.88	6	6
CC(Sc1nnnn1C)C(=O)Nc1ccc2c(c1)OCCO2 (centres undefined)	-5	3	6	-6	0.92	2	1	8	6
CCCC1CCc2c(sc(NC(=O)c3cccs3)c2C(N)=O)C1 (centres undefined)	9	21	-1	-6	0.95	-11	0.91	5	23
COc1ccc(OCc2cc(C(=O)N(C)CCC3CCOCC3)no2)c(Cl)c1	-2	23	14	12	1	-6	1	-2	11
O=C(CN1NS(=O)(=O)c2ccccc2C1=O)Nc1ccccc1OC(F)F	-3	24	14	6	1	-11	1	0	5
COc1ccccc1OCC(=O)N1CCNC1=O	14	-24	14	4	0.97	-4	0.86	3	0
COc1ccc(CCNC(=O)Cn2cccc2C(=O)c2ccccc2C)cc1OC	0	2	-6	3	1	0	1	-4	0
O=S(=O)(CCN1CCSCC1)c1ccccc1	8	-8	2	-28	1.1	3	0.92	-10	16
Cc1cccc(CN2CCc3c([nH]c4ccccc34)C2C(C)(C)C)n1 (centres undefined)	-1	10	12	4	1.2	8	1	-22	10
CCCCN1C(N)=NC[C@@H]1c1ccccc1	-4	-8	0	-5	1.1	-4	1	-14	-8
